Assay outcomes: PubChem BioAssay, National Center for Advancing Translational Sciences (NCATS)
KB-V1 cytotox: kills drug-selected multidrug resistant KB-V1 cells; KB-V1 MDR cells viability, CellTiter-Glo, 72 h; Potency, µM (top dose mostly 46.1 µM), for inactives: at the top dose activity change, negative = cytotoxicity, actives largely listed as cytotoxic; hit rate 3.4% among 400,000; also: potency is read from the fitted curve at half-maximal effect; % is scaled to controls: 0 for no effect and ±100 for the full control effect; nearly all actives have a fitted effect of over 60% in size
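KB-V1 MDR subline cells in DMEM (phenol-red free, 10% FBS) exposed to compounds in qHTS concentration series for 72 h at 37 degrees C. Viability read by CellTiter-Glo luminescence; concentration-effect curves fitted after normalization and correction.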
GLP-1R agonist: activates the human GLP-1 receptor; HEK293 GLP-1R CRE-luciferase, luminescence, 4-6 h; cells express a hypersensitive GLP-1R form; P43220; hit rate 0.007% among 380,000; Potency, µM (doses to about 45.6 µM), for inactives: top-dose activation, actives largely listed as activators; also: potency is read from the fitted curve at half-maximal effect; % of control where 0% means no effect
Target sequence (P43220 whole entry, looked up): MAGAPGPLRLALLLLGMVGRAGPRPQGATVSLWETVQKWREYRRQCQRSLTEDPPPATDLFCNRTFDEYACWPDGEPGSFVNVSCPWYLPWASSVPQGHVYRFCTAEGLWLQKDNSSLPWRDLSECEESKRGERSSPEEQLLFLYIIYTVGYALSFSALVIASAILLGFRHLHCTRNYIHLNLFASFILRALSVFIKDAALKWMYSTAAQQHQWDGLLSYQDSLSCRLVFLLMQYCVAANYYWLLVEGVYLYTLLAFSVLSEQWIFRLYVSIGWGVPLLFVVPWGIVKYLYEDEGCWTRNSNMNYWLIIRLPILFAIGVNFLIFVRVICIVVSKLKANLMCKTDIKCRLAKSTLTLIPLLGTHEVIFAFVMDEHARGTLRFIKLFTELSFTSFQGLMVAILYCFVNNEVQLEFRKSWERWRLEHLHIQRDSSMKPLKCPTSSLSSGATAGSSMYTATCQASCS
aSyn yeast inh: inhibitors of alpha-synuclein toxicity in yeast; Yeast expressing alpha-synuclein, growth rescue, BacTiter-Glo, 24 h; Potency, µM (series often up to 46.1 µM), without a hit: top-dose growth rescue (activation), most hits filed as activators; hit rate 0.14% among 370,000; AID 652106; also: potency is read from the fitted curve at half-maximal effect; % of control where 0% means no effect; nearly all actives have a fitted effect of over 65% in size
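Rescue of yeast growth: cells expressing toxic alpha-synuclein, induced in galactose at OD600 0.02, incubated with compound 24 h at 30 C. ATP luminescence quantified growth; inhibitors of toxicity appear as activators.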
HEK293 tox: cytotoxicity in counter-screen for GLP-1R inverse agonists | HEK293 cAMP-luciferase reporter cells, luminescence, 24 h | Potency, µM (highest dose often 38.3 µM), without a hit: at the top dose activity change, negative = inhibition, most hits filed as inhibitors | hit rate 0.13% among 410,000 | AID 624418;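 also: loss of luciferase light is scored as toxicity; potency is read from the fitted curve at half-maximal effect; % is scaled to controls: 0 for no effect and ±100 for the full control effect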
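Step one: seed cells (200 cells/uL, DMEM with 10% Nu serum, 1% pen-strep). Step two: 12-hour incubation at 37 deg C. Step three: pin 23 nL compound, incubate 24 hr. Step four: add luciferase reagent, read luminescence 12 min later.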
PTHR1 agonist: agonists of human PTHR1 parathyroid hormone receptor; Q03431; HEK293 GP2 PTHR1 cells, GloSensor cAMP luminescence, 1 h; Potency, µM (series often up to 115 µM), inactives show at the highest dose activation, actives largely listed as activators; hit rate 0.075% among 410,000; also: potency is read from the fitted curve at half-maximal effect; nearly all actives have a fitted effect of over 55% in size; some results filed as inactive show a strong effect at the top dose; inactives centre near -15; many of its hits are not listed in these tables
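HEK-293-derived GP2 cells expressing PTHR1 and a GloSensor cAMP reporter, 3,000/well, plated overnight, given luciferin plus IBMX (each 0.5 mM as added) for 1 h at 37 °C, then compound for 1 h at 37 °C. Luminescence was read after 15 min at room temperature.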
D3 ag: D3 dopamine receptor (human) agonism. hit rate 0.58% among 410,000. AID 652048. max activation, %. D3R DiscoveRx beta-arrestin cells, luminescence, 90 min. P35462; in the data active = max activation above about 30%; also: 0% is about no effect; mostly tested at two doses, the higher about 12 µM
Target sequence (P35462 whole entry, looked up): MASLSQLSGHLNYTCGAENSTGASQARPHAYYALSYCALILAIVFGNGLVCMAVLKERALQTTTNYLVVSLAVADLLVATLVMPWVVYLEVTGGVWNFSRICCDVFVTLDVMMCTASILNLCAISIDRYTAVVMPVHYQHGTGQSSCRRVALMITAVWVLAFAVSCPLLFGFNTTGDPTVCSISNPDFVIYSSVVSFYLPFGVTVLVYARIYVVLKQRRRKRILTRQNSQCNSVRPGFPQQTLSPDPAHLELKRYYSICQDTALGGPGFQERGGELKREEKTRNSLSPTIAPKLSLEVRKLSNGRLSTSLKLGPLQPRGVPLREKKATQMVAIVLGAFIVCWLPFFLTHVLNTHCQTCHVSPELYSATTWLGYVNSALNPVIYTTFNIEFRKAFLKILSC
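Cells at 1500/well, incubated overnight, then treated with pinned compounds (dopamine as control) for 90 min at 37 degrees C. DiscoveRx reagent added for 30 - 60 minutes at room temperature; luminescence read.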
TDP-43 yeast inh: rescues yeast growth from TDP-43 toxicity; Potency, µM (titrated, usually from 46.1 µM), without a hit: top-dose growth rescue (activation), actives largely listed as activators; AID 652104; hit rate 1.8% among 410,000; TDP-43 expressing yeast growth rescue, BacTiter-Glo, 24 h; also: potency is read from the fitted curve at half-maximal effect; % of control where 0% means no effect; nearly all actives have a fitted effect of over 50% in size
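In this qHTS, compounds that restore growth of yeast expressing TDP-43 appear as activators. Cells (OD600=0.02, galactose medium, raffinose-pregrown) are incubated with compound 24 hr at 30 deg C and growth is quantified by BacTiter-Glo.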
D3 antag: blocks the human D3 dopamine receptor; P35462; D3R cells, DiscoveRx beta-arrestin luminescence, antagonist mode; active compounds read low; max response, negative = inhibition, %; hit rate 2.5% among 360,000; AID 652054; in the data active = max response below about -50%; inconclusive = no clear call, values can overlap the other calls; also: % is scaled to controls: 0 for no effect and ±100 for the full control effect; mostly tested at two doses, the higher about 12 µM
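Cells plated overnight at 1500 cells/well, then exposed to library compounds with dopamine controls for 90 minutes at 37 degrees C. DiscoveRx reagent added for 30–60 minutes at room temperature; luminescence read, quantitative HTS format.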
GLP-1R inv ag: GLP-1 receptor (human) inverse agonism | Potency, µM (highest dose often 38.3 µM), inactives show top-dose activity change, negative = inhibition, usual class: inhibitors | HEK293 GLP-1R CRE-luciferase, luminescence, 24 h; GLP-1R form is constitutively active | AID 624417 | hit rate 1.6% among 410,000 | P43220; also: potency is read from the fitted curve at half-maximal effect; % is scaled to controls: 0 for no effect and ±100 for the full control effect; nearly all actives have a fitted effect of over 55% in size
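Inverse agonism was detected as reduced cAMP-driven luciferase luminescence after 24 h compound treatment. The cells were HEK293 clones expressing constitutively active human GLP-1R with the reporter. Reporter-only and GPR119 cell lines served as counterscreen controls.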
* = called active by the depositor; i = inactive; u = inconclusive; x = not tested or not shown; [ ] = remark or other dose. Unless noted, calls follow the shape of the dose curve; as a rule, active = well fitted curve in the direction sought with a large enough effect; inconclusive = small, poorly fitted or top-dose-only effect, or another doubt; inactive = no such curve, though single readings can be large; an effect the other way counts as inactive or inconclusive.

SMILES	KB-V1 cytotox	GLP-1R agonist	aSyn yeast inh	HEK293 tox	PTHR1 agonist	D3 ag	TDP-43 yeast inh	D3 antag	GLP-1R inv ag
CC1(C)C(=O)Nc2ccccc2N1C(=O)COC(=O)c1ccc(Cl)c(S(=O)(=O)NCc2ccccc2)c1	-6.4%	-9.3%	-8.9%	u	i	2.5	-2.0%	16.5	u
COC(=O)/C=C1\S/C(=N/NC(=O)c2ccccc2)NC1=O	0.0%	0.8%	-6.4%	-16.5%	-26.0%	-1.7	2.6%	-64.7*	0.0%
COc1cccc(OC(=O)CSc2nnc(-c3ccc4c(c3)OCO4)o2)c1	17.7%	x	x	4.9%	u	5.4	-18.2%	x	0.4%
CCCCCC(=O)N/N=C/c1ccc([N+](=O)[O-])o1	0.0%	14.5%	4.5%	u	i	-19.4	19.4%	-7.7	0.0%
CS(=O)(=O)Nc1ccc(C(=O)Nc2ccccc2Sc2ccccc2)cc1	u	4.3%	3.0%	8.5%[1.53 µM]	i	-9.5	u	-24.0	-19.8%
CC(=O)N1c2ccc(S(=O)(=O)NCCC(=O)Nc3ccc(Cl)cc3)cc2CC1C (stereo not drawn)	-1.2%	-7.0%	0.8%	3.4%	i	-2.2	9.5%	-11.6	12.5%
Cc1ccc2c(c1)C(c1ccc(N3CCOCC3)cc1)=NNC(c1cccs1)=N2	u	5.4%	1.2%	14.6%	-13.5%[57.5 µM]	2.4	-14.2%	-24.3	-3.5%
COc1ccccc1Nc1nnc(SCC(=O)N2CCCC2)s1	13µM*	0.1%	-6.1%	-8.2%	i	-1.1	14.1%	5.6	2.8%
COc1ccc(CN2CC(C(=O)NCc3ccccn3)CC2=O)cc1 (stereo not drawn)	4.6%	-1.9%	0.0%	9.1%	-7.3%[57.5 µM]	-1.6	-6.2%	0.0	-21.8%
CCOC(=O)/C(=N/Nc1ccc(Cl)cc1)S(=O)(=O)c1ccc(Cl)cc1	-8.6%	-0.2%	0.3%	-2.8%	-15.3%[57.5 µM]	-12.6	-11.7%	-12.3	13.5%
COc1ccc2oc(C(=O)OC(C)C(=O)NC3(C#N)CCCCC3)c(C)c2c1 (stereo not drawn)	-5.4%	14.9%	1.1%	16.3%	-12.5%	-5.1	8.4%	5.6	17.2%
COc1ccc(-c2sc3ccccc3c2C#Cc2cncn2C)cc1	-13.3%	25.6%	-27.2%	-54.8%	-15.7%	25.8	-59.4%[inhibitor]	0.0	u
Cc1cc(Br)ccc1SCC(=O)NCC(c1ccco1)N1CCCCC1 (stereo not drawn)	u	2.7%	1.6%	u	-18.6%	-21.4	10.3%	-24.9	u
Cc1cc(C)c(S(=O)(=O)N2CCCOC2CNC(=O)C(=O)NCc2ccncc2)c(C)c1 (stereo not drawn)	u	0.4%	7.0%	-11.9%	i	5.7	0.0%	0.0	21.6%
COc1cc(/C=N/n2c(C)n[nH]c2=S)ccc1OCc1ccc(F)cc1	-0.5%	-1.9%	-0.9%	-7.5%	i	-8.6	3.1%	u	5.6%
COc1ccc(NC(=O)Cn2c(=O)n(-c3ccc(CC(=O)NCc4ccco4)cc3)c(=O)c3ccccc32)cc1	1.4%	-5.3%	2.1%	-9.3%	i	-16.5	-18.4%	-7.4	13.2%
COc1ccc(NS(=O)(=O)c2ccc(C)c(NC(=O)CNC(=O)c3ccco3)c2)cc1	-6.6%	-1.7%	1.4%	-0.6%	i	-0.3	0.0%	-1.4	3.1%
COc1ccc(N2CCN(C(=O)c3cccc(Br)c3)CC2)c([N+](=O)[O-])c1	u	15.8%	-0.8%	-10.6%	-46.7%[inhibitor]	-4.9	u	-21.0	u
CCOC(=O)N1CCc2c(sc(NCc3sccc3C)c2C(=O)Nc2cc(OC)ccc2OC)C1	x	x	x	0.7%	i	-12.8	12.8%	x	8.4%
O=C(CN1C(=O)NC(Cc2c[nH]c3ccccc23)C1=O)Nc1ccccc1C(F)(F)F (stereo not drawn)	-0.2%	-2.4%	-0.7%	0.3%	-13.5%	-7.7	21.2%	-0.2	-9.8%
CCc1nnnn1-c1ccc([N+](=O)[O-])cc1C	8.4%	6.5%	1.7%	-27.4%	i	-6.0	-15.6%	4.7	3.6%
CCOC(=O)c1cnc2c(C)cc(C)cc2c1Nc1ccc(S(=O)(=O)Nc2ncccn2)cc1	-6.4%	4.2%	-3.2%	68.2%[activator]	-21.9%	-2.4	-13.1%	-25.4	19.8%
CC(=O)Oc1c(I)cc(I)cc1C(=O)Nc1ccc(Cl)cc1	16.4µM*	-5.1%	-34.2%[inhibitor]	u	-90.4%[inhibitor]	8.0	11.5%	-9.4	u
O=C1NC[C@H](Cc2ccc(O)cc2)N(C[C@@H]2CCCN2C[C@H](Cc2ccccc2)N2C[C@H](Cc3ccc(O)cc3)N(CC3CCCCCC3)C(=O)C2=O)C1=O	0.1%	4.1%	-5.9%	1.5%	u	-8.7	16.3%	-0.9	7.7%
Cn1c(=O)c2[nH]c(CN3CCN(Cc4ccccc4)CC3)nc2n(C)c1=O	8.1%	-4.1%	4.8%	-9.7%	i	-1.3	-19.3%	-19.8	9.0%
SMILES	KB-V1 cytotox	GLP-1R agonist	aSyn yeast inh	HEK293 tox	PTHR1 agonist	D3 ag	TDP-43 yeast inh	D3 antag	GLP-1R inv ag
Cc1ccc(N(CC(=O)N(C)Cc2ccccc2)S(C)(=O)=O)cc1C	-14.8%	1.3%	0.0%	2.2%	-13.6%	3.5	8.6%	-3.6	-23.3%
COC(=O)CCS(=O)(=O)c1nc(-c2ccccc2)cc(C(F)(F)F)n1	u	-16.1%	-0.8%	u	-38.3%[inhibitor]	-61.4	u	-78.4*	u
COc1ccc(NC(=O)COC(=O)c2ccc(S(=O)(=O)N3CC(C)CC(C)C3)cc2)cc1OC (stereo not drawn)	6.3%	5.1%	5.1%	58.3%[activator]	-15.9%	5.6	11.8%	19.1	16.3%
COc1ccc(CC(=O)NNS(=O)(=O)c2ccccc2)cc1OC	4.9%	0.6%	-0.7%	5.5%[7.66 µM]	-1.3%	0.2	-9.6%[9.22 µM]	8.3	1.4%[7.66 µM]
CCC(=O)Nc1ccc(Cl)c(NC(=O)c2ccc([N+](=O)[O-])cc2)c1	1.0%	2.3%	7.6%	-7.8%	-24.4%	-4.5	u	10.9	-2.9%
CN(CC(=O)NCc1ccc(F)cc1)S(=O)(=O)c1ccc2[nH]c3c(c2c1)CCCC3	u	x	x	-22.4%	18.3%	-19.8	-4.7%	x	u
O=C(CCC1CCCC1)Nc1cccc(Cc2ccncc2)c1	5.7%	19.5%	13.8%	-16.5%	-18.6%	-1.1	-14.9%	-11.3	-71.7%
COc1ccccc1C(=O)CSc1n[nH]c(N)n1	30.5%	-8.5%	-7.3%	-12.4%	-0.2%[57.5 µM]	-1.1	2.0%	-23.7	0.5%
CCOC(=O)c1sc2ccccc2c1S(=O)(=O)Nc1ccc(C(C)=O)cc1	5.3%	x	x	-1.9%	i	5.7	19.9%	x	20.8%
O=C(NCc1cccs1)c1ccc(Br)o1	-22.9%	15.1%	-2.5%	-3.2%	-9.7%	3.3	21.7%	11.4	11.6%
Cc1cc(C)n(C(=O)CNC(=O)c2ccc(C(C)(C)C)cc2)n1	u	-3.7%	5.3%	-11.3%	-42.4%[inhibitor]	0.2	22.7%	-2.7	-19.1%
CN1CCN(Cc2cccc(Oc3ccc(Cl)cc3)c2)CC1	-2.7%	-0.2%	2.7%	33.0%[activator]	i	-35.2	-20.2%	-51.8*	u
O=S(=O)(c1cccc(-c2cn3ccccc3n2)c1)N1CCCC1	-18.9%	7.3%	-3.4%	-0.5%	10.5%	1.4	-21.6%	-12.8	11.5%
CNc1nc2ccccc2n(C)c1=O	u	13.0%	1.1%	-4.4%[7.66 µM]	6.5%	4.8	-27.0%[9.22 µM]	2.0	8.9%[7.66 µM]
CNC(=O)N(C1=NCC(C)S1)c1ccc(F)cc1F (stereo not drawn)	u	4.8%	-11.8%	-10.4%	9.4%[57.5 µM]	22.7	u	10.5	0.0%
Cn1c(=O)c2cc(NC(=S)NCc3ccccc3F)ccc2n1C	3.1%	18.4%	1.1%	-10.3%	i	4.7	u	7.8	-9.3%
Cc1ccc(C(=O)n2nc(-c3cccnc3)nc2N)cc1	5.0%	-10.8%	u	2.5%	i	-26.1	-20.6%	-7.0	0.0%
CCN(CC)S(=O)(=O)c1ccc(NC(=O)Cn2c(=O)sc3ccccc32)cc1	-14.0%	-2.3%	-17.7%	-18.0%	-0.1%[57.5 µM]	1.5	22.7%	15.9	u
CSCC[C@H](NC(=O)C1CCCC1)c1nc2ccccc2[nH]1	-3.1%	8.6%	1.6%	10.3%[7.66 µM]	-9.3%	-6.0	-12.9%[9.22 µM]	-22.5	16.8%[7.66 µM]
COc1ccc(NC(=O)CSc2nnc(-c3ccncc3)n2C)cc1	0.0%	4.3%	-7.2%	-3.9%	26.2%	-3.3	-16.8%[9.22 µM]	-1.6	0.5%
Cc1nnc2sc(-c3ccc(NC(=O)c4ccc(-c5ccc(Cl)cc5Cl)o4)cc3)nn12	11.8%	0.3%	0.2%	-9.7%	i	1.2	28.5%	30.4	53.7%[activator]
COc1cccc(C(C(=O)NC(C)(C)C)N(Cc2ccco2)C(=O)CCC(=O)Nc2cc(C)on2)c1OC (stereo not drawn)	-2.5%	8.8%	-2.4%	-4.7%	i	-16.0	-18.5%	-7.9	u
O=C(Nc1cccnc1)c1ccc(N2CCOCC2)c([N+](=O)[O-])c1	-3.4%	13.1%	-0.6%	2.5%	-7.0%	-12.3	-5.1%	-19.6	31.4%[activator]

These rows are one share of the data; count on the stated rates, not on these rows.
